N-glyco inh: N-linked glycosylation inhibition | D54 ERlucT glycosylation luciferase reporter, 24 h; percent of 100 nM tunicamycin response | reporter increase, % at 12.5 µM | hit rate 0.23% among 360,000 | AID 588692;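 active = mean luciferase reporter signal, scaled so untreated is 0 and the glycosylation-blocking control 100, at or above a set limit in every replicate; inconclusive = mean reaches the limit but not every replicate does; inactive = mean below the limit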;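 also: luciferase carries N-glycosylation sites so blocking glycosylation raises the light; 0% = median of neutral control wells and 100% = median of 100 nM tunicamycin wells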
ABCB6 inh MLPCN: inhibitors of human ABC transporter ABCB6; Q9NP58; fluorescence ratio to DMSO, % at 10 µM; AID 602162; hit rate 0.19% among 360,000; K562-ABCB6 porphyrin accumulation, flow cytometry, 1 h; hits give low values;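 active = fluorescence ratio to DMSO below 75%, the collection mean minus 3 SD; inconclusive = too few cells collected in the well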;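 also: signal is porphyrin accumulated inside mitochondria; 100% equals median channel fluorescence of DMSO control wells; lower ratio means ABCB6 inhibition with less porphyrin fluorescence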
Target sequence (Q9NP58 whole entry, looked up): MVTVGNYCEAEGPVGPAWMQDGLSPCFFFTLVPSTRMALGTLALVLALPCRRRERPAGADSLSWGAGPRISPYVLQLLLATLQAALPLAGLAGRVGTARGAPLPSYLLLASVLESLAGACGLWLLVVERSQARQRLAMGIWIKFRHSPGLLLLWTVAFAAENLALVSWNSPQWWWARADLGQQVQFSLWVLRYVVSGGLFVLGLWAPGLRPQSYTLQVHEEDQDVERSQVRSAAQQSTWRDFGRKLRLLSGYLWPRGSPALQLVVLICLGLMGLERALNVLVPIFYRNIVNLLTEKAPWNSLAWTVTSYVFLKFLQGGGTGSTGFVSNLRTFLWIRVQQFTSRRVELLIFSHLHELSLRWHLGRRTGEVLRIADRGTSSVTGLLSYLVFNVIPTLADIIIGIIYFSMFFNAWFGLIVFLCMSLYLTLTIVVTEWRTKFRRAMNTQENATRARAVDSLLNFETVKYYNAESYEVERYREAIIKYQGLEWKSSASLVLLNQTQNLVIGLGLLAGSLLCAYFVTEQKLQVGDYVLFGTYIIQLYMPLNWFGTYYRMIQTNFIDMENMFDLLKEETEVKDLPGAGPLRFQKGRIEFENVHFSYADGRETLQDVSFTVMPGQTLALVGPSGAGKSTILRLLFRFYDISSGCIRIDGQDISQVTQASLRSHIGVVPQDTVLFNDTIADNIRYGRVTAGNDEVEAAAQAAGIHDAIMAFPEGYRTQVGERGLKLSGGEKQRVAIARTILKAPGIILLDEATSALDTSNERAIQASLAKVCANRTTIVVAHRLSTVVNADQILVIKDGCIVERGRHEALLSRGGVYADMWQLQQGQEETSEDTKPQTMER
ABHD5 PLIN5 PPI: blocks binding of human ABHD5 to perilipin-5; inhibition, % at 4 µM; Split G. princeps luciferase complementation, luminescence, 4 h; hit rate 0.78% among 360,000; AID 602281;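 active = inhibition above the mean inhibition across every tested compound plus 3 SD, cut at about 22% in these data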;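 also: 0% = DMSO only wells and the 100% control is not disclosed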
TLR9-MyD88 block: inhibitors of human TLR9-MyD88 binding; CHO BLA complementation TLR9-MyD88, CCF4 FRET ratio; inhibition, % at 4.98 µM; hit rate 0.21% among 340,000; AID 504734;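 active = inhibition above the mean over all tested compounds plus 3 SD, cut at about 21% in these data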;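 also: 0% = DMSO only wells and 100% = clavulanate BLA inhibitor control wells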
aDG glyco up: increases alpha dystroglycan glycosylation | hit rate 0.22% among 360,000 | activation, % at 10 µM | AID 624168 | Pro5-aDG cells, alpha-DG glycosylation AlphaScreen (IIH6); 0% Pro5, 100% B10-LARGE cell signal;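 active = activation of at least 8% versus controls, or a plate z-score of at least 8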;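 also: Pro5 are CHO cells carrying HIG-tagged alpha-DG that lacks glycosylation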
MC4R barr agon: activates human MC4R beta-arrestin recruitment; P32245; hit rate 0.98% among 360,000; U2OS MC4R beta-arrestin complementation, luminescence; percent of melanotan II response, DMSO zero; activation, % at 8.9 µM;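 active = activation above a per-plate cutoff, the mean activation of sample wells on that plate plus 3 SD, cut at about 8% in these data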
NOD2 RIPK2 PPI: NOD2-RIPK2 protein interaction inhibition; O43353; CHO BLA complementation NOD2-RIPK2, CCF4 ratio; inhibition, % at 4.98 µM; hit rate 0.38% among 360,000; AID 624267; in the data active = inhibition above about 21%;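 also: 0% = vehicle only and 100% = reference blocker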
Vif imaging: blocks HIV Vif function. HEK293T cells, Vif self-association by quenched fluorescence, imaging, 24 h. inhibition, % at 7.49 µM. hit rate 0.35% among 340,000; in the data active = inhibition above about 50%, passing the limit was not always enough; inconclusive = no clear call, values can overlap the other calls; inactive = below about 31%; also: some results filed as inactive read as strong as hits
MC4R antag cAMP: human MC4R antagonism in cAMP assay. MC4R-expressing cells, MTII-stimulated cAMP, LANCE TR-FRET. hit rate 0.48% among 360,000. AID 540295. inhibition, % at 6.5 µM. P32245;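 active = inhibition above its plate's cutoff, the mean of tested wells on that plate plus 3 SD, cut at about 29% in these data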;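 also: 0% = Melanotan II alone and 100% = Melanotan II plus saturating MCL0020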
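System – human MC4R-expressing U2OS cells · Also added – Melanotan II · Dosing – one concentration, 6.5 µM nominal · Timing – 30-min compound, 1-h challenge, 1-h detection, room temperature · Measured by – Eu-cAMP/anti-cAMP TR-FRET, emission 671 nm · Replicates – singlicate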
Exocytosis inh: lytic granule exocytosis inhibition; TALL-104 LAMP-1 surface exposure, flow cytometry; cells stimulated with thapsigargin and PMA; inhibition, % at 10 µM; hit rate 0.66% among 360,000; AID 651702;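 active = inhibition above about 55%, limit read from the data; inconclusive = no clear call, values can overlap the other calls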
Numbers without * were called inactive; ? = inconclusive; / = not tested or not shown.

nr	N-glyco inh	ABCB6 inh MLPCN	ABHD5 PLIN5 PPI	TLR9-MyD88 block	aDG glyco up	MC4R barr agon	NOD2 RIPK2 PPI	Vif imaging	MC4R antag cAMP	Exocytosis inh	mol
1	2	92	-5	5	-0.5	-0.7	-8	-3	3	-2	C=CCNS(=O)(=O)c1cc(S(=O)(=O)NCC=C)c(OC)cc1OC
2	2	96	17	-3	-0.2	-1.4	-9	-16	-2	1	C/C=C\C=C/C(=O)Nc1cccc(C2=NOC3(C2)C[C@H](C(N)=O)N(C(=O)c2ccc(OC)cc2)C3)c1 (some centres not stated)
3	/	95	-9	/	0.0	/	-10	/	/	2	CCCCC[C@@H](C)N1C[C@@H](COCc2ccccc2)Oc2cc(N3CCC[C@H]3COC)ccc2S1(=O)=O
4	-1	104	5	-6	0.4	0.1	-4	-1	5	4	CCC(NCc1cccnc1)c1ccc(OC)c(OC)c1 (configuration not stated)
5	1	99	7	1	-0.1	-0.8	7	-6	1	26	CC(C)(C)NC(=O)C(c1cccs1)N(Cc1ccco1)C(=O)c1csnn1 (configuration not stated)
6	-2	93	8	-12	-0.2	0.0	-8	6	-4	-4	CCOC(=O)CSC(CC)C(=O)Nc1nnc(CC)s1 (configuration not stated)
7	1	99	-2	/	0.2	/	7	67*	/	1	COCCCN1C(=O)C(CC(=O)NCc2cccc3ccccc23)CC(C(=O)N2CCOCC2)=C1C (configuration not stated)
8	1	101	-10	-2	-0.2	0.7	5	-2	5	-8	COCCCNC(=O)C1=CCN(S(=O)(=O)c2ccc(C)cc2)CC1
9	-1	97	1	-2	0.0	-0.8	-16	-6	2	3	O=C(NCc1ccccc1Cl)C1CCN(S(=O)(=O)N2CCCCCC2)CC1
10	-1	101	-2	-3	-0.1	1.2	-14	-1	4	5	CC1CCC(NC(=O)Cn2ncc3ccccc32)CC1 (configuration not stated)
11	-5	93	-3	-6	0.0	-1.0	2	-4	-5	1	COc1cc2c(-c3ccc4c(c3)OCO4)c(-c3ccsc3)oc(=O)c2cc1OC
12	-8	95	-3	1	0.1	-3.2	1	-7	12	-3	O=C(NC1=NCCS1)c1cc(-c2cccc(Br)c2)nc2ccccc12
13	-3	99	-4	-4	0.2	0.0	2	3	14	3	CN(CCOc1ccccc1)C(=O)C1CCC(=O)N(CCc2ccc(Cl)cc2)C1 (configuration not stated)
14	0	97	-2	-3	0.0	-3.1	-2	-3	5	-10	O=C(NN1CCN(Cc2ccccc2)CC1)c1ccc(N2CCOCC2)c([N+](=O)[O-])c1
15	8	95	5	3	-0.3	6.5	16	-2	-1	-1	Nc1c(Br)cc2c([nH]c(=O)c3ccccc32)c1Br
16	0	90	0	3	-0.1	1.6	-8	-5	7	0	O=C(c1ccc2ccccc2c1)c1c[nH]cc1-c1ccccc1
17	0	100	-3	-6	-0.2	0.5	0	-15	-6	12	COc1ccc(N(Cc2cc3ccccc3[nH]c2=O)S(=O)(=O)c2ccc(C)cc2)cc1
18	1	95	-4	2	0.3	-2.3	3	-4	-3	-11	CN(Cc1ccccc1)C(=O)COC(=O)C1CCN(S(=O)(=O)c2ccc(Cl)c(C(F)(F)F)c2)CC1
19	-3	90	2	-6	0.1	-1.2	2	-2	3	4	COc1ccc(OCC(=O)N2CCN(C(=O)c3cccc4ccccc34)CC2)cc1
20	2	91	-6	7	0.5	-4.5	5	4	-2	2	Cc1cc(C)cc(OCC(=O)NNC(=S)NC(=O)C2CC2)c1
21	10	110	-1	3	3.1	-1.2	-2	10	-9	6	Cc1cc(Nc2cccc([N+](=O)[O-])c2)c2ccccc2n1
22	2	97	9	3	0.0	1.8	-12	-1	-8	-2	CS/C(=N/S(=O)(=O)c1ccc(C)cc1)c1ccccc1
23	3	88	-3	8	0.2	-1.4	-7	1	-1	-4	CCOC(=O)c1c(C)n(C)c2ccc(OC)c(NC(=O)CN3CCC(C(=O)OCC)CC3)c12
24	-1	96	6	-3	0.0	0.4	1	13	6	5	COc1ccc(NC(=O)CSc2nnc(CC(=O)Nc3ccc(F)cc3)n2C)cc1
25	0	95	4	-2	0.1	-2.3	7	8	5	12	Nn1c(COc2cccc(Br)c2)nnc1SCC(=O)N1CCc2ccccc2C1
26	1	103	-1	1	0.1	-0.4	-3	-2	1	-3	CCOC(=O)c1[nH]c2c(OCC)nc(OCC)nc2c1Br
27	1	98	-7	-1	0.1	-2.2	2	-12	7	-8	Cc1noc(C)c1CSCC(=O)Nc1nnc(CC(C)C)s1
28	2	95	4	-13	0.4	-3.6	-5	9	14	-15	CCN(Cc1ccc2c(c1)OCCO2)C(=O)CN1C(=O)NC2(CCCCC2)C1=O
29	-2	102	-12	3	-0.3	1.2	-6	1	4	-1	COc1ccc(C=C(c2ccc(OC)cc2)c2ccc(OC)cc2)cc1
30	1	103	3	-2	0.2	0.3	3	15	16	-9	Cc1cccc(C(=O)NCCNC(=O)c2ccccn2)c1
31	3	94	-8	1	0.0	-2.8	1	18	5	6	CC(=O)Nc1cccc(NC(=S)Nc2ccc(F)cc2F)c1
32	0	99	0	-2	0.1	-2.3	-2	-5	1	1	Cc1ccccc1OCC(=O)O/N=C(\N)Cc1cccs1
33	0	129	12	2	-0.1	3.1	1	5	-16	15	COC(=O)C(=O)C/C(=N/Nc1ncnc2ccccc12)c1ccc(Cl)cc1
34	1	100	3	-9	0.1	-0.8	-6	24	10	-7	Cc1nn(Cc2noc(C(=O)NCCCn3ccnc3)n2)c(C)c1Br
35	-1	359	1	9	-0.1	0.1	0	4	9	-3	O=S(=O)(c1ccccc1)N1CCc2ccccc21
36	0	92	6	-5	-0.1	-1.8	-11	-3	2	-1	Cc1cc(=O)oc2c(C)c(OCC(=O)Nc3cccnc3)ccc12
37	-3	98	5	-4	0.1	-0.5	-16	0	11	1	Cc1ccc(S(=O)(=O)N2CCCN(S(=O)(=O)c3ccc(C)c(C)c3)CC2)cc1C
38	-4	101	1	/	0.2	0.3	3	-2	18	3	CC(C)Sc1nnc([C@H](Cc2ccccc2)NC(=O)OC(C)(C)C)o1
39	2	69*	-8	-7	0.1	1.2	4	-6	-1	7	CCc1ccc(CCC(=O)Nc2sc(C)c(C)c2C(=O)OC)o1
40	3	85	-8	/	0.0	0.7	-2	-10	3	-8	COc1ccc(-c2csc(C(C)(O)c3ccc(F)c(F)c3)n2)cn1 (configuration not stated)
41	0	98	3	-2	-0.2	1.2	1	-3	21	6	O=C(C1CCC(CNc2c(N3CCCCC3)c(=O)c2=O)CC1)N1CCCC1 (configuration not stated)
42	0	99	3	5	0.1	-1.9	-2	-2	-2	0	CCN(CC)CCNC(=O)c1cc(Sc2nnc(C)s2)nc2ccccc12
43	0	100	-5	10	0.0	-2.1	-8	-3	-9	-1	O=C(COC(=O)c1ccc2ncsc2c1)NC(=O)c1ccccc1
44	3	88	2	2	-0.3	-2.8	4	-2	5	0	O=C(NCc1ccccn1)c1cnc2sccn2c1=O
45	0	89	-5	4	-0.2	-2.8	6	-19	-1	1	CN(C(=O)c1ccc(Cl)cc1)C1=CCCCC1CCC#N (configuration not stated)
46	1	106	8	13	0.0	-0.3	-8	/	5	22	FC(F)(F)c1nnc2ccc(-n3ccnc3)nn12
47	2	95	8	4	-0.1	-2.4	-7	5	14	-2	COc1cccc(NC(=O)N(C2CCCCC2)C(C)c2cccs2)c1 (configuration not stated)
48	-1	105	-54	-5	-0.1	2.3	-6	-6	12	6	NS(=O)(=O)c1ccc(CCNC(=O)CNC(=O)c2ccccc2F)cc1
49	2	96	2	-4	-0.1	1.9	8	-4	0	-2	COC(=O)C1=C(C)OC(N)=C(C#N)C1C1CCCCC1 (configuration not stated)
50	-3	101	10	12	-0.1	1.6	-9	-3	13	12	CC(C)CCN(CC(=O)NC1CCCC1)C(=O)C(=O)Nc1ccc2c(c1)OCCO2
51	2	98	8	-13	0.0	0.0	-2	-1	11	-9	Cc1ccc(-n2nc(C)c3c(C)c(CCC(=O)O)c(C)nc32)cc1
52	11	100	3	10	-0.3	-1.5	-2	-2	-4	0	COc1cc(C(=O)Nc2ccc(Br)cc2C(=O)c2cc(OC)c(OC)c(OC)c2)cc(OC)c1OC
53	3	110	-4	3	-0.1	-0.4	-9	-4	1	0	O=C(O)c1ccc2c(=O)[nH]c(CN3CCOCC3)nc2c1
54	3	94	1	-6	0.4	-1.7	-9	8	7	4	COC(=O)c1ccccc1S(=O)(=O)N1CCC(C(=O)OCC(=O)NC2CCCCC2C)CC1 (configuration not stated)
55	1	96	1	-4	0.0	-0.6	-7	3	14	5	N#Cc1ccc(-c2cn3c(n2)SCC3)cc1
56	2	94	1	-5	0.0	-1.5	2	-1	-2	1	Cn1c(=O)c(C(=O)NCCc2ccc(Cl)cc2)c(O)c2ccccc21
57	?	96	9	-5	-0.2	-3.8	-2	-10	-3	-6	CCOC(=O)N1CCN(C(=O)c2cc(-c3ccncc3)nc3ccccc23)CC1

These rows are one share of the data (hit frequency here may not be typical).
